Source: PubChem BioAssay (National Center for Advancing Translational Sciences (NCATS))
Pin1 inh – human Pin1 inhibition; Pin1 FP peptide displacement, HiFluor488, 10 min; Potency, µM (top dose mostly 115 µM), for the others: at the top dose activity, negative = inhibition, hits mostly inhibitors; 390,000 compounds, 0.009% hits; AID 504891; active means well fitted inhibition curve with a large enough effect in the polarisation, with a control signal flat, not every such curve was filed as active; inconclusive means small, poorly fitted or top-dose-only effect, or effect the other way, or a change in a side signal; inactive means no such curve, though single readings can be large or run the other way; the % refers to the polarisation; further: on the % scale 0 is the no-effect control and ±100 the full control effect
GLS inh – inhibitors of human glutaminase (GLS). Potency, µM (titrated, usually from 45.5 µM), inactives show at the highest dose activity change, negative = inhibition, hits mostly inhibitors. AID 624170. GLS enzymatic activity, qHTS titration. 410,000 compounds, 0.21% hits; further: on the % scale 0 is the no-effect control and ±100 the full control effect
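Assay buffer: 45 mM KH2PO4 pH 8.2, 0.02% Tween-20. hKGA acts on L-glutamine (1 mM solution added); product glutamate is reported by an oxidase/peroxidase Amplex Red coupling, with fluorescence taken at baseline and 30 min.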
POLI inh – DNA polymerase iota (human) inhibition | Q9UNA4 | Potency, µM (titrated, usually from 115 µM), for the others: at the top dose activity, negative = inhibition, most hits filed as inhibitors | 390,000 compounds, 1% hits | Pol iota fluorescent replication assay, 10 min | AID 588590
Target sequence (Q9UNA4 whole entry, looked up): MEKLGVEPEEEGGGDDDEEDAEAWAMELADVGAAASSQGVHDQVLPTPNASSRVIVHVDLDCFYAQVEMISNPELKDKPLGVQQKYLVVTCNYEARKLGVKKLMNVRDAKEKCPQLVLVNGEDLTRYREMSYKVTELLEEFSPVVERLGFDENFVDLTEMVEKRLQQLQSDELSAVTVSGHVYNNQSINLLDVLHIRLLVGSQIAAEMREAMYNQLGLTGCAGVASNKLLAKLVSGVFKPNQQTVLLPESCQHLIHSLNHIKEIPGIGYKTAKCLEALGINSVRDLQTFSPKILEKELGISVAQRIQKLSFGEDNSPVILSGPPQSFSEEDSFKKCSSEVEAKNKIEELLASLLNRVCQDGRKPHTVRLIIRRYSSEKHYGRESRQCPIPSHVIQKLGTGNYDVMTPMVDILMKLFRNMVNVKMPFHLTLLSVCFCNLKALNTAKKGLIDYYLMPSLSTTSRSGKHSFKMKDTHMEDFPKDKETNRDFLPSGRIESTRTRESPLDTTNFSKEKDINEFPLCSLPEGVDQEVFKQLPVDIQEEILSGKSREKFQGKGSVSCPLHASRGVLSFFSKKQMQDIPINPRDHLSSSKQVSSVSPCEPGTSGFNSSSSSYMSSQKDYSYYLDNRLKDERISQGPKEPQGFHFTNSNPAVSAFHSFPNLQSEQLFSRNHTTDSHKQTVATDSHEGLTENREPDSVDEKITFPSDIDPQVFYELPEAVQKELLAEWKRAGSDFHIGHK
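Fluorescent replication assay read twice, at 0 min and 10 min after adding 50 nM (final) substrate. Enzyme (10 nM) and compounds were first incubated 15 min at room temperature; enzyme-free buffer wells were negative controls.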
BLM inh – Bloom syndrome helicase (human) inhibition | P54132 | recombinant BLM DNA unwinding, fluorescence dequenching | Potency, µM (highest dose often 56.1 µM), for inactives: top-dose activity change, negative = inhibition, actives largely listed as inhibitors | 350,000 compounds, 0.2% hits | AID 2528;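 further: plate controls were vehicle for no effect and no enzyme for full effect; nearly all actives have a fitted effect of over 35% in size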
G9a block – G9a (human) methyltransferase inhibition; Q96KQ7; G9a H3K9 monomethylation, AlphaScreen, 2 h; 350,000 compounds, 8.8% hits; AID 504332; Potency, µM (doses to about 102 µM), for inactives: top-dose activity, negative = inhibition, most hits filed as inhibitors; further: on the % scale 0 is the no-effect control and ±100 the full control effect; nearly all actives have a fitted effect of over 75% in size
Target sequence (Q96KQ7 913-1193 limits assumed): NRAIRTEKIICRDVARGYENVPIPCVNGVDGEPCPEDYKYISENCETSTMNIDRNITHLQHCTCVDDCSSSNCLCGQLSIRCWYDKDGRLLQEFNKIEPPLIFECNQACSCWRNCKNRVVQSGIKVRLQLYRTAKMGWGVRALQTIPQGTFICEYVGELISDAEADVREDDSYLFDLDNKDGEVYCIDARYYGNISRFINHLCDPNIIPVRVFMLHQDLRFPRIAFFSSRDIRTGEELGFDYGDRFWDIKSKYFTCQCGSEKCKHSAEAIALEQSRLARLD
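AlphaScreen read-out: biotin-H3K9 peptide (500 nM) methylation by 20 nM enzyme with 20 uM SAM, 2 h at room temperature after 15 min compound preincubation; anti-monomethyl H3K9 antibody plus donor/acceptor beads, 10 min dark.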
JMJD2A Tudor – JMJD2A Tudor domain (human) inhibition; O75164; AlphaScreen JMJD2A-Tudor / H3K4me3 peptide binding; Potency, µM (doses to about 114 µM), inactives show at the highest dose activity change, negative = inhibition, most hits filed as inhibitors; 390,000 compounds, 4.4% hits; further: on the % scale 0 is the no-effect control and ±100 the full control effect; nearly all actives have a fitted effect of over 50% in size
BAZ2B block – blocks human BAZ2B; AlphaScreen BAZ2B-H3K14Ac peptide displacement; Potency, µM (series often up to 114 µM), for the others: at the top dose activity change, negative = inhibition, usual class: inhibitors; 360,000 compounds, 4.4% hits; further: on the % scale 0 is the no-effect control and ±100 the full control effect; nearly all actives have a fitted effect of over 60% in size
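Inhibition is scored as reduced AlphaScreen emission. The BAZ2B/b-H3(5-23)K14Ac complex (50 nM each) in PBS pH 7.4, 0.01% Tween-20 meets compound (up to 110 uM) for 30 min at RT before bead addition.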
PGK inhibitor – inhibitors of T. brucei phosphoglycerate kinase; PGK/GAPDH coupled, Kinase-Glo luminescence, 60 min; Potency, µM (highest dose often 57.5 µM), without a hit: at the highest dose activity change, negative = inhibition, hits mostly inhibitors; AID 602233; 380,000 compounds, 0.043% hits; further: on the % scale 0 is the no-effect control and ±100 the full control effect; nearly all actives have a fitted effect of over 60% in size
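Recombinant glycosomal PGK reaction used 1,3-bisphosphoglycerate generated in-well by GAPDH (100nM final) in 100mM TEA pH 7.6, 5mM MgCl2, 0.01% Tween-20. After 60 minutes at room temperature, ATP was read by Kinase-Glo Plus luminescence end-point.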
HP1b chromo inh – blocks HP1-beta chromodomain binding to methylated histone tails; P83916; AlphaScreen HP1-beta / biotin-H3K9me3 peptide binding; Potency, µM (highest dose often 114 µM), for the others: at the highest dose activity change, negative = inhibition, usual class: inhibitors; 390,000 compounds, 0.56% hits; AID 540317; further: nearly all actives have a fitted effect of over 70% in size; inactives centre near 23
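Compound inhibition of the preformed complex between 50 nM HP1-beta and 50 nM biotinylated H3K9me3 peptide was read by AlphaScreen. Buffer was PBS pH 7.4 with 0.01% Tween-20. Incubations ran 30 min at room temperature, with 10 ug/mL donor/acceptor beads.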
* marks the source's active call; other numbers are inactive results; i = inactive; ? = inconclusive; nt = not tested or not shown; & = joins results of further samples; [ ] = another dose, or the depositor's remark. Unless noted, the call rests on the fitted dose curve; in most records, active means well fitted curve in the direction sought with a large enough effect; inconclusive means small, poorly fitted or top-dose-only effect, or another doubt; inactive means no such curve, though single readings can be large; an effect the other way counts as inactive or inconclusive. Potency means the concentration at half of the fitted maximal effect.

no.	Compound	JMJD2A Tudor	BLM inh	POLI inh	PGK inhibitor	Pin1 inh	G9a block	GLS inh	BAZ2B block	HP1b chromo inh
1	CCCn1nc(C(=O)N2CCc3ccccc32)c2ccccc2c1=O	6%	nt	2%	-4%	-3%	12%[59 µM]	0%	3%	33%
2	CC1=C(C(=O)OC(C)C)C(c2cn(-c3ccccc3)nc2-c2cccs2)NC(=O)N1 (centres undefined)	-31%	-5%	-4%	6%	?	-14%	4%	-30%	17%
3	COc1ccc(N(C(C)=O)c2nc(C)cc(C)c2C#N)c(OC)c1	-6%	0%	-1%	-6%	4%	3%	4%	-3%	23%
4	CCOC(=O)N1CCC(N2C(=O)c3ccccc3C2Nc2ccc3c(c2)OCCO3)CC1 (centres undefined)	?	1%	-12%	i	-3%	50µM*	-1%	?	-6%
5	CCCCNc1c(-c2cccc(-c3cc(C(C)=O)cs3)c2)nc2cc(C)ccn12	?	nt	?	-2%	-1%	5%[2.33 µM]	29%	28µM*	-8%
6	O=C(Cn1c(=O)oc2ccccc21)Nc1ccccc1Cl	1%	-9%	164%[activator]	-8%	0%	6%	-7%	-9%	50%[activator]
7	Cc1ccccc1CN1C(=O)c2ccccc2Sc2ccc(C(=O)NC3CCCCC3)cc21	-8%	-2%	17%	-3%	14%	-3%[59 µM]	1%	5%	9%
8	CCOC(=O)c1ccccc1NC(=O)Cn1c(=O)n(CCCC(=O)NCc2ccc3c(c2)OCO3)c(=O)c2ccccc21	-9%	-15%	?	i	2%	-21%[59 µM]	-5%	5%	54%[activator]
9	COc1ccc(-c2cc(C)no2)cc1S(=O)(=O)NCCCN(C)Cc1ccccc1	0%	3%	38%[activator]	-9%	0%	2%[59 µM]	0%	-27%	21%
10	Cc1cccnc1NC(=O)CSc1ccc2c(c1)OCCO2	-2%	nt	9%	5%	0%	29%[12.7 µM]	5%	-1%	41%[activator]
11	CCOc1ccc2nc(N3CCCC(C(=O)Nc4ccccc4CC)C3)sc2c1 (centres undefined)	-8%	0%	32%	-7%	5%	4%[59 µM]	0%	3%	11%
12	CC(=O)c1ccc(N2CCN(C(=O)Nc3cccc(F)c3)CC2)cc1	-15%&-15%	0%&-1%	-4%&1%	2%	0%&-4%	7%[59 µM]	3%&12%	-8%&-7%	25%&31%
13	COc1ccc(N(CC(=O)NCCC(C)C)C(=O)c2snc(C(=O)NC3CCCCC3)c2N)c(OC)c1	-27%	-8%	50%[activator]	-8%	12%	-5%	2%	11%	7%
14	COc1ccc(Br)c(C(=O)OCC(=O)NC2CC2)c1	2%	nt	11%	-5%	-5%	-7%[12.7 µM]	0%	-3%	49%[activator]
15	NC(=O)C1(Nc2ccc(-c3ccccc3)cc2)CCCC1	-32%	nt	1%	0%	-1%	nt	0%	nt	-13%
16	COc1cc(/C=C/C(=O)NCCc2ccc(S(N)(=O)=O)cc2)ccc1OCC#N	-2%	-8%	?	-2%	2%	17%[59 µM]	0%	-3%	34%
17	CC(=O)c1sc(NC(=O)CS(=O)(=O)c2ccccc2)nc1C	-8%	nt	-20%	-2%	4%	?	0%	0%	38%[activator]
18	Cc1nc2nc(NCc3ccc(Cl)cc3)[nH]n2c(=O)c1Cc1ccccc1	-16%	-4%	1%	-11%	2%	?	-1%	-9%	28%
19	CCOc1ccc(CN2CCNC(=O)C2CC(=O)NCCN2CCOC2=O)cc1 (centres undefined)	3%	2%	13%	0%	3%	nt	3%	-2%	15%
20	Cc1ccc(C2(CC(=O)O)CCOC(C)(C)C2)cc1 (centres undefined)	-4%	4%	13%	-3%	0%	-3%[59 µM]	-7%	-1%	29%
21	COc1ccc(NC(=S)NCCc2c[nH]c3ccccc23)c(OC)c1	-30%	-6%	6%	-1%	-3%	50µM*	20%	45µM*	7%
22	Cc1ccc(CNC(=O)C(=O)Nc2nccs2)cc1	-27%	-2%	-1%	-4%	-3%	18µM*	-6%	?	9%
23	CCN(CC)CCOC(=O)c1ccc(NC(=O)CCNC(=O)Cn2ccc3ccccc3c2=O)cc1	2%	3%	12%	-1%	-7%	?	-2%	-4%	51%[activator]
24	O=S(=O)(NCc1cccnc1)c1ccc(Cl)nc1	-1%	-6%	-1%	-10%	-8%	23%	2%	-3%[57.1 µM]	18%
25	Cc1cccc(CCNS(=O)(=O)c2ccc3c(c2)NC(=O)CO3)c1	5%	-2%	17%	-6%	-13%	32%	2%	-37%	21%
26	C=CCN1C(=O)C(CC(=O)Nc2ccccc2)SC1=Nc1ccc(S(N)(=O)=O)cc1 (centres undefined)	-9%	-8%	0%[58.9 µM]	-6%	-9%	11%[2.33 µM]	-8%	7%	30%
27	COc1ccc(C(C)=O)cc1COC(=O)CCC(=O)N(CC(C)C)c1c(N)n(CC(C)C)c(=O)[nH]c1=O	-9%	nt	6%	-1%	4%	-3%[12.7 µM]	8%	17%	12%
28	COc1cc(C(=O)Nc2ccc(C(F)(F)F)cc2)ccc1OCC(=O)N1CCOCC1	8%	nt	3%	-5%	-6%	?	-7%	4%	32%
29	Cc1ccc(NC(=O)CCC2CC(C)(C)OC2=O)cc1 (centres undefined)	-3%	0%	24%	-5%	7%	7%[59 µM]	-1%	-19%	24%
30	CCCCNC(=O)CCn1c(=O)c2ccccc2n(Cc2ccccc2C#N)c1=O	6%	-4%	3%	i	2%	6%[59 µM]	0%	1%	31%

Next section:
no.	Compound	JMJD2A Tudor	BLM inh	POLI inh	PGK inhibitor	Pin1 inh	G9a block	GLS inh	BAZ2B block	HP1b chromo inh
31	OCCN(Cc1ccccc1)Cc1cccc(C(F)(F)F)c1	7.9µM*	0%	-15%[58.9 µM]	-4%	-4%	18µM*	4%	?	?
32	CCN(C(=O)CSc1n[nH]c(N)n1)C1CCCCC1	-14%	nt	19%	-4%	-4%	nt	47%[activator]	nt	31%
33	O=C(CSc1nnnn1-c1ccccc1)NC(=O)Cc1ccccc1	11%	nt	?	-5%	2%	13%[12.7 µM]	2%	9%	33%[activator]
34	COC(=O)c1ccc(CNC(=O)CCc2c[nH]c3ccccc23)cc1	-28%	-1%	2%	-3%	-5%	13%	-7%	0%	-12%
35	CCOC(=O)c1ccccc1NC(=O)c1ccc2c(=O)n3c(nc2c1)CCCCC3	-14%	-1%	18%	-4%	1%	17%[59 µM]	-1%	-2%	77%[activator]
36	Cc1ccc(OCc2ccccc2Br)c([N+](=O)[O-])n1	8%	-1%	28%	-4%	-5%	-6%	2%	14%	30%
37	Cc1ccc(C(=O)N2CCN(C3c4cccc5cccc(c45)C3NS(=O)(=O)c3ccccc3)CC2)cc1 (centres undefined)	-30%	-6%	16%	-7%	47%[activator]	?	0%	-31%[57.1 µM]	0%
38	O=C(NCCN1CCN(c2ccccc2)CC1)Nc1cccc(Br)c1	?	4%&-1%	7%&10%	-3%&-3%	-7%&4%	-13%	-6%&25%	-25%&-29%	4%&-8%
39	COc1ccccc1-c1cc(C(F)(F)F)nc(N2CCN(c3ccc(F)cc3)CC2)n1	1%[57.1 µM]	6%	6%	-1%	-7%	15%[59 µM]	-3%	2%	84%[activator]
40	CN(C)CCCNC(=O)C[C@H]1C[C@H](C(=O)N2CCOCC2)[C@@]2(C)c3[nH]c4cc(-c5ccco5)ccc4c3CCN2C1=O	-26%	nt	35%[activator]	i	-4%	nt	-1%	nt	22%
41	CCOC(=O)c1c(S(=O)(=O)NCC(=O)NCc2ccccc2)c(C)n(C)c1C	-14%&-13%	0%&2%	-2%&-6%	4%&-3%	-7%&-1%	8%[59 µM]	8%&-2%	-16%&-4%	14%&13%
42	CCOC(=O)C(CC)/C(C)=N/NC(=O)c1ccccc1[N+](=O)[O-] (centres undefined)	-8%	-2%	-5%	nt	4%	46%[12.7 µM]	2%	-4%	14%
43	COc1ccc(Nc2nc(C)cc(=O)[nH]2)c(OC)c1	-9%	-4%	-6%	-7%	4%	?	0%	-7%	-2%
44	Cc1nn(C(C)C(=O)N2CCCCC2)c(=O)c2c1sc1ccccc12 (centres undefined)	-11%	-6%	5%	-9%	4%	-4%[59 µM]	-5%	13%	18%
45	CCc1nnc(NC(=O)CSc2nnc(CNc3cccc(C)c3)n2-c2ccccc2)s1	-23%	0%	8%	7%	-5%	8%	14%	2%	21%
46	O=C(CCCN1C(=O)/C(=C\c2cccs2)SC1=S)NNC(=O)c1cccnc1	-32%	0%	?	i	28%	?	-7%	-37%	14%
47	Cc1cccc(Oc2ccc(C(=O)NC3CCSC3=O)cn2)c1C (centres undefined)	-6%	-2%	2%	i	-5%	17%[59 µM]	1%	6%	35%
48	CCOC(=O)c1cc(-c2ccccc2)n(CCCC(=O)Nc2ccc(CC)cc2)c1C	-15%	-10%	-6%	10%	21%	10%[59 µM]	3%	3%	27%
49	O=C(O)CNC(=O)c1ccccc1Br	-30%[11.4 µM]	1%	47%[activator]	-8%	-7%	11%	1%	8%	23%
50	CCCNC(=O)COC(=O)/C=C/c1ccco1	-16%	1%	-17%	-16%	0%	-38%[59 µM]	3%	-30%	2%
51	Nn1c(SCC(=O)NC2CCS(=O)(=O)C2)nnc1-c1cccs1 (centres undefined)	-9%	-1%	13%	0%	10%	20%	1%	2%	18%
52	CCCN(CC(=O)Nc1ccc(F)c(F)c1F)C(=O)c1ccc2c(c1)NC(=O)CS2	-2%	nt	44%[activator]	-2%	-4%	nt	-8%	nt	15%

Arranged by SMILES length (high to low): three of the compounds above
no.	Compound	JMJD2A Tudor	BLM inh	POLI inh	PGK inhibitor	Pin1 inh	G9a block	GLS inh	BAZ2B block	HP1b chromo inh
48	CCOC(=O)c1cc(-c2ccccc2)n(CCCC(=O)Nc2ccc(CC)cc2)c1C	-15%	-10%	-6%	10%	21%	10%[59 µM]	3%	3%	27%
51	Nn1c(SCC(=O)NC2CCS(=O)(=O)C2)nnc1-c1cccs1 (centres undefined)	-9%	-1%	13%	0%	10%	20%	1%	2%	18%
31	OCCN(Cc1ccccc1)Cc1cccc(C(F)(F)F)c1	7.9µM*	0%	-15%[58.9 µM]	-4%	-4%	18µM*	4%	?	?

This is a subset (hit frequency here may not be typical).
